SW480 rerep – A quantitative high throughput screen for small molecules that induce DNA re-replication in SW480 colon adenocarcinoma cells; SW480 DNA re-replication, Hoechst DNA content imaging, 48 h; Potency, µM (doses to about 46.1 µM), for the others: at the top dose re-replication activation, usual class: activators; hit rate 1.8% among 340,000; AID 624297, 2012; note: potency is the fitted concentration of half-maximal effect; % of control where 0% means no effect; nearly all actives have a fitted effect of over 55% in size
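Compounds, transferred as 23 nL by pin tool, were incubated with cells for 48 hr; DNA content per nucleus was then quantified by Hoechst staining and fluorescence plate imaging.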
ATXN2 expr inh – Primary qHTS for Inhibitors of ATXN expression. HEK-293 ATXN2-luciferase reporter, luminescence, 24 h. Potency, µM (highest dose often 57 µM), without a hit: at the top dose activity change, negative = inhibition, actives largely listed as inhibitors. hit rate 0.72% among 360,000. AID 1745845, 2022; note: potency is the fitted concentration of half-maximal effect; % is set by controls: 0 for no effect and ±100 for the full control effect; nearly all actives have a fitted effect of over 55% in size
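qHTS (up to 57 uM final) was run with 24 h compound exposure of reporter cells at 37 °C. Each well was multiplexed: SteadyGlo luminescence measured ATXN2-luciferase expression after a fluorogenic Gly-Phe-AFC viability readout (25 uM final).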
IL1B secr inh – qHTS for Inhibitors of Inflammasome Signaling: IL-1-beta AlphaLISA Primary Screen | THP-1 LPS/ATP IL-1B secretion, AlphaLISA, 16 h; active compounds read low | hit rate 4.7% among 360,000 | activity change, % at 57.5 µM; in the data active = activity change below about -50%; inconclusive = mostly about -30% to -49%; note: % is set by controls: 0 for no effect and ±100 for the full control effect
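Secreted IL-1B measured by AlphaLISA bead assay after 16 h compound exposure of THP-1 cells; compounds (final up to 57.5 uM) added 1 h before LPS (250 ng/mL) and ATP (1.25 mM) stimulation; lower signal means less secretion.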
MCF10A rereplic – A quantitative high throughput screen for small molecules that induce DNA re-replication in MCF 10a normal breast cells | MCF 10A DNA re-replication, Hoechst nuclear intensity, 48 h | Potency, µM (top dose mostly 46.1 µM), without a hit: at the top dose activity, positive = re-replication, actives largely listed as activators | hit rate 2.9% among 350,000; note: potency is the fitted concentration of half-maximal effect; % of control where 0% means no effect; nearly all actives have a fitted effect of over 50% in size
HepG2 viability – qHTS for Inhibitors of TGF-b: Cytotox Counterscreen | HepG2 CAGA-GFP viability, ATP luminescence, 18 h | Potency, µM (doses to about 46.1 µM), for the others: at the top dose activity change, negative = cytotoxicity, most hits filed as cytotoxic | hit rate 0.76% among 410,000 | AID 588856, 2011; note: potency is the fitted concentration of half-maximal effect; some results filed as inactive show a strong effect at the top dose
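CellTiter-Glo luminescence gave cytotoxicity after 18 hours at 37 degrees C. The cells were HepG2 CAGA-GFP in 1% FBS DMEM, stimulated with 500 pg/mL TGF-beta after compound addition. %Activity was normalised to no-cell wells (complete cell-killing) and DMSO (no toxicity), and curves were fitted and classified.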
ATXN viability – Viability Counterscreen for Primary qHTS for Inhibitors of ATXN expression; S2 cells (HEK-293 line with an ATXN2-luciferase reporter) viability, CellTiter-Fluor protease fluorescence, 24 h; Potency, µM (titrated, usually from 56.7 µM), usual class: cytotoxic; hit rate 0.49% among 400,000; AID 651635, 2014; note: potency is the fitted concentration of half-maximal effect; nearly all actives have a fitted effect of over 40% in size
HT1080 IDH1KD tx – qHTS for induction of synthetic lethality in tumor cells producing 2HG: qHTS for the HT-1080-IDH1KD cell line. HT-1080 IDH1 knockdown viability, ATP luminescence, 48 h. Potency, µM (doses to about 46.1 µM), for the others: top-dose activity, negative = toxicity, most hits filed as cytotoxic. hit rate 2% among 360,000. AID 686971, 2013;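 note: potency is the fitted concentration of half-maximal effect; 0% = DMSO wells and -100% = cell-free medium wells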
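% activity derives from luminescence (CellTiter-Glo), normalised to DMSO and no-cell wells. HT-1080-IDH1KD cells, 750/well, had 48 h compound exposure at 37 °C.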
HT1080-NT tox – qHTS for induction of synthetic lethality in tumor cells producing 2HG: qHTS for the HT-1080-NT fibrosarcoma cell line | hit rate 1.6% among 360,000 | Potency, µM (series often up to 46.1 µM), inactives show at the highest dose activity, negative = less viability, hits mostly cytotoxic | HT-1080-NT fibrosarcoma viability, CellTiter-Glo ATP luminescence, 48 h;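 note: NT is the 2HG producing partner of a matched IDH1 knockdown line; potency is the fitted concentration of half-maximal effect; 0% = DMSO-treated cells and -100% = media-only wells without cells; nearly all actives have a fitted effect of over 55% in size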
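Luminescent CellTiter-Glo readout after 48 hours of compound exposure at 37 degrees C defined viability of HT-1080-NT cells. Activity was normalized to DMSO wells and cell-free media wells; concentration-response curves were fitted and assigned curve classes.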
KB-3-1 tox – qHTS assay for MDR1-selective chemotherapeutics: Primary screen using the parental adenocarcinoma cell KB-3-1. KB-3-1 viability, CellTiter-Glo ATP luminescence, 72 h. Potency, µM (highest dose often 46.1 µM), inactives show at the highest dose activity change, negative = cytotoxic, usual class: cytotoxic. hit rate 1.4% among 400,000; note: potency is the fitted concentration of half-maximal effect; % is set by controls: 0 for no effect and ±100 for the full control effect; nearly all actives have a fitted effect of over 60% in size
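Cytotoxicity measured as CellTiter-Glo luminescence after 72 h at 37 C. Compound titrations were pinned onto drug-naive KB-3-1 parental adenocarcinoma cells grown in DMEM with 10% FBS, and normalized data fitted to concentration-response curves.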
The depositor's hits bear a star; i = inactive; ? = inconclusive; · = no result given; [ ] = dose if it differs, or a comment. Unless noted, calls come from the whole dose curve; as a rule, active = well fitted curve in the direction sought with a large enough effect; inconclusive = small, poorly fitted or top-dose-only effect, or another doubt; inactive = no such curve, though single readings can be large; an effect the other way counts as inactive or inconclusive.

Fields: SW480 rerep	ATXN2 expr inh	IL1B secr inh	MCF10A rereplic	HepG2 viability	ATXN viability	HT1080 IDH1KD tx	HT1080-NT tox	KB-3-1 tox
O=C1CC(c2ccc(Br)cc2)c2c(ccc3ccccc23)N1 (configuration not stated)
    ·	0%	·	·	-73%	?	·	·	-29%
CCCCc1c(-c2ccc(OC)c(OC)c2)ncn1CCc1ccccc1OC
    ·	?	-51*	·	·	·	12µM*	15µM*	?
C/C(=N\NC(=O)CCCCCNC(=O)c1ccccc1)c1ccccc1O
    -9%	-4%	-20	7%	-32%	i	4%	2%	0%
O=c1cc(O)sc2ccccc12
    -7%	0%	14	?	9%	i	3%	-3%	5%
O=C(CSc1ccccc1)N1CCN(C(=O)c2ccco2)CC1
    -9%	2%	-2	?	4%	·	10%	20%	7%
CCN(CC)c1ccc(NC(=O)C2CCCN(S(=O)(=O)c3cccnc3)C2)c(C)c1 (configuration not stated)
    15%	-20%	39	-3%	-18%	i	-7%	-5%	-12%
COc1ccc(/C=C/c2cc(C(F)(F)F)on2)cc1
    -1%	0%	-13	2%	-18%	i	19%	20%	-3%
O=C(O)CSc1nnc2c(n1)[nH]c1ccccc12
    -1%	46%[activator]	58	20%	7%	i	-7%	-7%	0%
CN(Cc1cccc(C(F)(F)F)c1)Cc1nc(-c2cnccn2)no1
    -6%	-3%	22	-17%	-5%	i	1%	-10%	13%
CCc1ccc2oc(C(=O)Nc3cccnc3)c(C)c2c1
    ?	·	-4	23%	-57%	?	-15%	-13%	?
Cc1ccc(OCC(=O)Nc2ccccc2C(=O)N2CCCCC2)cc1
    0%	-12%	7	-5%	5%	i	-10%	-12%	0%
CCOc1ccc(C(=O)N(Cc2nc(-c3cccc(C)c3)no2)C(C)C)cc1
    ·	?	·	·	-42%	i	·	·	-6%
CC(C)CCNC(=O)CN(Cc1ccccc1Cl)C(=O)CCC(=O)Nc1ccccn1
    -1%	-20%	-1	-11%	-1%	i	-17%	-6%	-2%
CCOC(=O)Nc1ccc(C(N)=O)cc1
    0%	7%	18	-9%	-2%	i	-2%	1%	0%
CCOc1ccc2nc(NS(=O)(=O)Cc3ccccc3)sc2c1
    ?	27%	36	0.23µM*	-12%	i	6.5µM*	5.8µM*	?
Cn1ncc(Cl)c1C(=O)N/N=C/c1ccccn1
    ?	0%	28	1%	5%	i	-14%	-10%	3%
CCOC(=O)N1CCN(C(=S)Nc2ccc(C)c(C)c2)CC1
    1%	-5%	32	1%	-1%	i	0%	5%	15%
O=C(NCC1CCCO1)c1ccc(CNS(=O)(=O)c2ccc(F)c(Cl)c2)cc1 (configuration not stated)
    0%	-18%	4	-2%	-7%	i	11%	2%	-1%
CCc1c(C)n2nc(C)cc2[nH]c1=O
    25%	-4%	-18	-188%[0.0737 µM]	0%	i	-4%	-4%	-1%
O=C(COC(=O)c1ccccn1)NCc1cccs1
    -56%[inhibitor]	1%	23	?	0%	i	16%	17%	18%
COc1cc(CN2C[C@@H](CO)O[C@@H](n3cnc4c(NCCCO)ncnc43)C2)cc(OC)c1OC
    ·	8%	-18	·	-8%	i	4%	15%	0%
COc1cccc(Cn2c(C)c(CNCc3ccccc3Cl)c(C(=O)O)c2C)c1
    ·	2%	·	·	1%	i	·	·	2%
O=C1c2nccnc2C(=O)N1c1ccc(F)cc1
    -4%	16%	3	0%	-2%	i	7%	0%	13%
Cc1ccccc1CN1C(=O)CN(S(C)(=O)=O)CC1(C)C(=O)Nc1ccc2c(c1)OCCO2 (configuration not stated)
    ·	·	0	·	·	·	-3%	-1%	-4%
O=c1c2cc(Br)ccc2[nH]c(=S)n1Cc1ccccc1
    4%	-10%	25	18%	-23%	i	8%	-6%	-7%
C#CCSc1nnnn1-c1ccc(Br)c(C)c1
    -1%	3%	19	-1%	-19%	i	1%	-1%	-27%
Cc1c(C(=O)C(=O)NCc2cccs2)c2ccccc2n1C
    2%	-28%	-2	-2%	0%	i	28%	?	?
Cc1ccc2c(C)c(C(=O)NCCN3CCCC(O)C3)oc2c1C (configuration not stated)
    0%	·	-13	-1%	-15%	i	-1%	-1%	0%
O=C(CSc1nc2ccccc2o1)N1c2ccccc2Sc2ccc(Cl)cc21
    18%	-7%	-14	-7%	-10%	i	?	3%	8%
O=C(CCCCCCCC(=O)N1CCCCC1)N1CCCCC1
    -7%	7%	-5	1%	12%	i	-7%	-3%	-16%

Printed as active in IL1B secr inh, of those listed so far:
SMILES	SW480 rerep	IL1B secr inh
CCCCc1c(-c2ccc(OC)c(OC)c2)ncn1CCc1ccccc1OC	·	-51*

(list continues)
Fields: SW480 rerep	ATXN2 expr inh	IL1B secr inh	MCF10A rereplic	HepG2 viability	ATXN viability	HT1080 IDH1KD tx	HT1080-NT tox	KB-3-1 tox
O=C(COC(=O)CNC(=O)c1ccccc1)NCc1ccc2c(c1)OCO2
    -4%	-2%	1	-4%	-7%	i	12%	-1%	·
CCOC(=O)c1cccc(NC(=O)CSc2ncc3c(n2)-c2ccc(Cl)cc2N(Cc2ccccc2)S3(=O)=O)c1
    ·	-43%	·	·	-8%	i	·	·	5%
CCOc1ccccc1NC(=O)NC1(C(=O)NCc2cccnc2)CCCCC1
    -18%	2%	12	-14%	-11%	i	5%	9%	?
CCOc1cc(/C=N/NC(=O)COc2nc(C)cc(COC)c2C#N)ccc1O
    -8%	·	-8	11%	6%	i	0%	5%	2%
COc1cc(N(C)C)ccc1[C@]1(O)C(=O)N(C)c2ccc(Br)cc21
    ·	·	-9	·	·	·	-1%	-13%	-5%
COc1cc(SC)ccc1C(=O)OCC(=O)NC1CCCCC1
    0%	0%	28	18%	1%	i	-3%	-3%	11%
Cc1ccc(CNC(=O)c2cc(-c3ccccc3)nn2CC2CC(c3cccnc3)=NO2)cc1 (configuration not stated)
    ?	-1%	17	10%	-17%	i	-2%	2%	0%
C=CCNC(=O)c1nc2ccccc2s1
    1%	10%	14	0%	-17%	?	-13%	0%	16%
Cc1ccnc(NS(=O)(=O)c2ccc(NS(=O)(=O)c3ccccc3)cc2)n1
    -1%	1%	18	-13%	-2%	i	6%	-2%	-1%
O=C(NC1(C(=O)O)CCCC1)c1ccccc1
    -9%	-1%	-3	-4%	8%	i	18%	8%	8%
Cn1c(=O)n(CCCO)c(=O)c2c1nc1n2CCCN1Cc1ccccc1
    -13%	·	7	2%	-8%	i	0%	-7%	1%
CC(/C=C/c1ccco1)=N/NC(=O)OC(C)(C)C
    26%	24%	-1	?	-2%	i	-4%	-1%	13%
COc1ccc(NC(=O)NC(C)C2CC3CCC2C3)cc1 (configuration not stated)
    0%	6%	-80*	22%	0%	i	-10%	14%	1%
Cc1ccc(S(=O)(=O)N(C)c2ccc(N)cc2)cc1
    -20%	·	6	3%	-17%	·	2%	11%	2%
CC1(c2cnc(Nc3ccccc3)s2)CCC(=O)O1 (configuration not stated)
    4%	5%	29	-1%	-4%	i	6%	9%	0%
Nc1nc(-c2ccccc2)c(N=Nc2cccnc2)s1
    -6%	-12%	-9	-21%	3%	?	3%	-3%	9%
CSCCC(NC(=O)OCc1ccccc1)C(=O)NCc1cccnc1 (configuration not stated)
    2%	8%	7	10%	12%	i	15%	8%	-1%
COc1ccccc1C(=O)Nc1c(C(=O)Nc2cc(Cl)ccc2C)sc2nc(C)cc(C)c12
    ·	2%	·	·	-11%	i	·	·	6%
CC1CCN(C(=O)CSc2nnc(-c3cc4ccccc4cc3O)n2Cc2ccco2)CC1
    15%	-6%	-11	7%	-19%	i	-6%	-2%	?
Cc1ccc(S(=O)(=O)N[C@@H](Cc2ccccc2)C(=O)N2CCC[C@@H]2C(=O)O)cc1
    -4%	-11%	5	-4%	6%	·	12%	15%	-15%
NS(=O)(=O)c1ccc(NC(=O)CSc2ncnc3ccccc23)cc1
    ?	·	-9	2%	-27%	i	-1%	-3%	4%
O=C(O)/C=C\c1cccc(-n2nnnc2SCc2ccccc2F)c1
    ?	-2%	21	-2%	9%	i	-16%	-18%	3%
Oc1ccc(/C=N/N=C/c2ccc(O)c(O)c2)cc1O
    ?	?	51	11%	-34%	i	-16%	?	-21%
COc1cccc(NC(=O)C(NCCc2ccc(S(N)(=O)=O)cc2)c2ccccc2)c1 (configuration not stated)
    -7%	-10%	18	0%	8%	?	-6%	-16%	1%
COc1ccc(/C=C/C(=O)C(C)(C)C)cc1OC
    1%	·	?	-1%	-4%	i	-9%	-15%	-3%
O=C(NCc1ccc(Cl)cc1)C(=O)NCC(c1cccnc1)N1CCN(c2ccc(F)cc2)CC1 (configuration not stated)
    ?	-22%	-1	?	13%	i	?	-12%	?
Cc1ccc(S(=O)(=O)N(C)Cc2cc3ccccc3[nH]c2=O)cc1
    2%	6%	-17	-3%	6%	i	1%	10%	-14%
COc1ccc(-c2cc(C(=O)N3CCN(c4ccccc4OC)CC3)no2)cc1OC
    -11%	-14%	-7	?	20%	i	16%	0%	0%
O=c1cc(O)c2c(=O)n(-c3ccccc3)c3c(c2o1)CCCCCC3
    2%	-14%	17	?	-6%	i	0%	-3%	0%
CCOC(=O)N1CCN(C(=O)c2cccn3c(=O)c4cc(Cl)ccc4nc23)CC1
    -4%	2%	25	19%	-15%	?	0%	8%	10%
